High-throughput results from PubChem BioAssay.
KB-3-1 tox: qHTS assay for MDR1-selective chemotherapeutics: Primary screen using the parental adenocarcinoma cell KB-3-1. KB-3-1 viability, CellTiter-Glo ATP luminescence, 72 h. Potency, µM (series often up to 46.1 µM), inactives show at the top dose activity change, negative = cytotoxic, usual class: cytotoxic. 1.4% of 400,000 active; also: potency is read from the fitted curve at half-maximal effect; % is scaled to controls: 0 for no effect and ±100 for the full control effect; nearly all actives have a fitted effect of over 60% in size
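KB-3-1 cells, DMEM (no phenol red) + 10% FBS; compound by pin transfer, 72 h, 37 °C. Readout: CellTiter-Glo luminescence after 10 min. Data normalized, curve-fitted.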
HT1080-NT tox: qHTS for induction of synthetic lethality in tumor cells producing 2HG: qHTS for the HT-1080-NT fibrosarcoma cell line | HT-1080-NT fibrosarcoma viability, CellTiter-Glo ATP luminescence, 48 h | 1.6% of 360,000 active | AID 686970, 2013 | Potency, µM (series often up to 46.1 µM), for the others: top-dose activity, negative = less viability, actives largely listed as cytotoxic;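 also: NT is the 2HG producing partner of a matched IDH1 knockdown line; potency is read from the fitted curve at half-maximal effect; 0% = DMSO-treated cells and -100% = media-only wells without cells; nearly all actives have a fitted effect of over 55% in size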
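Luminescent CellTiter-Glo readout after 48 hours of compound exposure at 37 degrees C defined viability of HT-1080-NT cells. Activity was normalized to DMSO wells and cell-free media wells; concentration-response curves were fitted and assigned curve classes.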
SW480 rereplic: A quantitative high throughput screen for small molecules that induce DNA re-replication in SW480 colon adenocarcinoma cells | SW480 DNA re-replication, Hoechst DNA content imaging, 48 h | Potency, µM (highest dose often 46.1 µM), inactives show at the highest dose re-replication activation, most hits filed as activators | 1.8% of 340,000 active | AID 624297, 2012; also: potency is read from the fitted curve at half-maximal effect; % of control where 0% means no effect; nearly all actives have a fitted effect of over 55% in size
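Treated cells incubate 48 hr (37 C, 5% CO2), are stained 40 min with Hoechst, and nuclear fluorescence is enumerated; a rise in nuclei with high DNA signal marks re-replication.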
ATXN viability: Viability Counterscreen for Primary qHTS for Inhibitors of ATXN expression. S2 cells (HEK-293 line with an ATXN2-luciferase reporter) viability, CellTiter-Fluor protease fluorescence, 24 h. Potency, µM (doses to about 56.7 µM), actives largely listed as cytotoxic. 0.49% of 400,000 active. AID 651635, 2014; also: potency is read from the fitted curve at half-maximal effect; nearly all actives have a fitted effect of over 40% in size
ATXN2 expr inh: Primary qHTS for Inhibitors of ATXN expression. 0.72% of 360,000 active. HEK-293 ATXN2-luciferase reporter, luminescence, 24 h. Potency, µM (highest dose often 57 µM), for the others: at the highest dose activity change, negative = inhibition, actives largely listed as inhibitors; also: potency is read from the fitted curve at half-maximal effect; % is scaled to controls: 0 for no effect and ±100 for the full control effect; nearly all actives have a fitted effect of over 55% in size
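ATXN2-luciferase reporter cells (luciferase flanked by upstream and downstream ATXN2 gene portions) were treated 24 h at 37 °C with compounds at up to 57 uM. SteadyGlo luminescence gave expression; GF-AFC fluorescence gave viability.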
HT1080 IDH1KD tx: qHTS for induction of synthetic lethality in tumor cells producing 2HG: qHTS for the HT-1080-IDH1KD cell line | HT-1080 IDH1 knockdown viability, ATP luminescence, 48 h | Potency, µM (doses to about 46.1 µM), without a hit: at the highest dose activity, negative = toxicity, most hits filed as cytotoxic | 2% of 360,000 active | AID 686971, 2013;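 also: potency is read from the fitted curve at half-maximal effect; 0% = DMSO wells and -100% = cell-free medium wells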
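IDH1KD HT-1080 cells, 750/well, RPMI + 5% FBS; compound pinned after 2 h settling; 48 h, 37 °C; CellTiter-Glo luminescence; % activity normalised to DMSO and no-cell wells; curves fitted, classed by r2 and efficacy.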
KB-V1 cytotox: qHTS assay for MDR1-selective chemotherapeutics: Primary screen using the drug-selected MDR subline cells KB-V1; KB-V1 MDR cells viability, CellTiter-Glo, 72 h; AID 1347076, 2019; Potency, µM (titrated, usually from 46.1 µM), inactives show at the top dose activity change, negative = cytotoxicity, most hits filed as cytotoxic; 3.4% of 400,000 active; also: potency is read from the fitted curve at half-maximal effect; % is scaled to controls: 0 for no effect and ±100 for the full control effect; nearly all actives have a fitted effect of over 60% in size
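KB-V1, DMEM (no phenol red) + 10% FBS; cpd pin-transferred, titration series; 72 h, 37 degrees C; CellTiter-Glo, luminescence. Data normalized, curve-fit.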
IL1B secr inh: qHTS for Inhibitors of Inflammasome Signaling: IL-1-beta AlphaLISA Primary Screen; activity change, % at 57.5 µM; AID 743279, 2014; 4.7% of 360,000 active; THP-1 LPS/ATP IL-1B secretion, AlphaLISA, 16 h; stronger effect = lower value; in the data active = activity change below about -50%; inconclusive = mostly about -30% to -49%; also: % is scaled to controls: 0 for no effect and ±100 for the full control effect
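THP-1 cells pretreated 1 hr with compounds (up to 57.5 uM final), then stimulated with LPS (250 ng/mL final) plus ATP (1.25 mM final); secreted IL-1B measured by AlphaLISA after 16 hr, decreased signal indicating inhibition.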
MCF10A rerep: A quantitative high throughput screen for small molecules that induce DNA re-replication in MCF 10a normal breast cells. AID 624296, 2012. 2.9% of 350,000 active. Potency, µM (top dose mostly 46.1 µM), for inactives: at the highest dose activity, positive = re-replication, actives largely listed as activators. MCF 10A DNA re-replication, Hoechst nuclear intensity, 48 h; also: potency is read from the fitted curve at half-maximal effect; % of control where 0% means no effect; nearly all actives have a fitted effect of over 50% in size
Numbers without * were called inactive; i = inactive; ? = inconclusive; . = not tested or not shown; & = joins results of further samples; [ ] = dose if it differs, or a comment. Unless noted, calls follow the shape of the dose curve; as a rule, active = well fitted curve in the direction sought with a large enough effect; inconclusive = small, poorly fitted or top-dose-only effect, or another doubt; inactive = no such curve, though single readings can be large; an effect the other way counts as inactive or inconclusive.

| Structure | IL1B secr inh | KB-3-1 tox | ATXN2 expr inh | HT1080 IDH1KD tx | MCF10A rerep | HT1080-NT tox | ATXN viability | KB-V1 cytotox | SW480 rereplic |
| --- | --- | --- | --- | --- | --- | --- | --- | --- | --- |
| O=C(c1ccccc1)c1nn(-c2ccccc2)c(=O)cc1C(F)(F)F | -88* | ? | ? | ? | ? | ? | i | ? | ? |
| O=C(Cn1cnc([N+](=O)[O-])c1)Nc1ccccc1C(F)(F)F | 42 | 6% | -9% | 2% | 6% | 3% | i | ? | 8% |
| CC(=O)c1ccc(NS(=O)(=O)c2ccc3c(c2)N(C)CCO3)cc1 | 62 | -8% | -2% | -3% | 6% | -1% | i | 6% | ? |
| COc1cc(=O)[nH]c(SCC(=O)Nc2ccc3ccccc3c2)n1 | 47 | 8% | 1% | -9% | 0% | -15% | i | 0% | ? |
| COC(=O)[C@@]12CCCCN1[C@H](c1ccc(-c3cccc(Cl)c3)c(OC)c1)[C@H]1C(=O)N(C)C(=O)[C@H]12 | -4 | -3% | -5% | 5% | ? | 3% | i | -11% | 4% |
| O=C(Oc1ccc(Cl)c2cccnc12)N1CCOCC1 | 0 | 4% | -26% | 3% | 0% | -2% | ? | 1% | -4% |
| Cc1cccc2sc(NC(=O)C3=NN(c4ccccc4)C(=O)CC3)nc12 | 40 | 0% | . | 1% | -1% | 4% | i | 5% | 3% |
| CCOC(=O)CN1C(=O)COc2ccc(C(C)(C)C)cc21 | 2 | -1% | -4% | -2% | -5% | -6% | i | ? | -10% |
| CCCCn1c(-c2cccs2)nc2oc3ccccc3c(=O)c2c1=O | 17 | -8% | 13% | 14% | -5% | 9% | ? | -10% | 2% |
| CCc1cccc(NC(=O)COC(=O)/C=C/c2cccs2)c1 | 1 | 19% | 3% | 1% | -2% | 1% | i | -1% | -1% |
| CCc1cccc(-n2c(C)nc3c(cnn3-c3ccc(Cl)cc3)c2=O)c1 | . | ? | -33% | . | . | . | i | ? | . |
| CCN(CC)S(=O)(=O)c1ccc(S(=O)(=O)NCc2cccs2)cc1 | 17 | 0% | 11% | -6% | 3% | -9% | i | -16% | -7% |
| CCOC(=O)C1(CCOc2ccccc2)CCN(C(=O)CCSC)CC1 | 14 | -8% | 8%[2.22 µM] | 2% | -24% | -1% | i | -31% | -36%[inhibitor][1.84 µM] |
| CCc1ccc(-n2c(=O)c3c4c(sc3n(CC(=O)N3CCC(C)CC3)c2=O)CCC4)cc1 | . | 9% | 1% | . | . | . | i | -7% | . |
| CCn1cc(C(=O)N2CCN(c3cc(C)ccc3C)CC2)c(=O)c2cc(S(=O)(=O)N3CCCCC3)ccc21 | . | 15% | -10% | . | . | . | i | -11% | . |
| O=C(NCCc1ccccc1)c1ccc(Nc2nc3ccccc3n3nnnc23)cc1 | . | 3% | 12% | . | . | . | i | 5% | . |
| CC1=C([N+](=O)[O-])C(c2ccccc2C(F)(F)F)NC(=O)N1C (configuration not stated) | -1 | 0% | -15% | 20% | -4% | 21% | ? | 8% | -12% |
| O=C(CCC1CCCC1)NCCS(=O)(=O)N1CCN(c2ccc(F)cc2)CC1 | -1 | -3% | -11% | -2% | 1% | 2% | i | 0% | 0% |
| C/C(Cn1cnc([N+](=O)[O-])n1)=N\NC(=O)c1ccncc1 | 25 | 5% | 5% | 12% | ? | -2% | i | ? | -370%[inhibitor] |
| CC1CN(c2ccc(NS(=O)(=O)c3ccccc3)cc2C(=O)O)CC(C)O1 (configuration not stated) | 26 | 1% | -13% | 6% | 0% | 6% | i | 17% | -7% |
| CCOC(=O)C1CCN(S(=O)(=O)c2ccc3c(c2)CCN3C(=O)C2CCC2)CC1 | 29 | 13% | 10% | 7% | 10% | 0% | i | -1% | 3% |
| O=C(CN1CCCCC1)NCC1(c2ccccc2)CCCC1 | 0 | -1% | 8% | -2% | 0% | 4% | i | -15% | -2% |
| OCc1ccc(Cl)cc1Cl | . | . | -4% | . | 0% | . | i | . | -6% |
| C=C[C@@H]1c2cc(C)ccc2N(S(=O)(=O)c2ccc(C)cc2)[C@H](c2ccccc2C(F)(F)F)C1(C#N)C#N | 24 | 0%&7% | -7% | -2% | 2% | -17% | i | 14%&-6% | 15% |
| CC(=O)Nc1ccc(NC(=O)C(C)n2nc([N+](=O)[O-])c(Br)c2C)cc1 (configuration not stated) | -3 | 11% | 3% | -30% | 22% | 0% | i | 5% | 3% |

5 entries picked at random from those above, as already listed:
| Structure | IL1B secr inh | KB-3-1 tox | ATXN2 expr inh | HT1080 IDH1KD tx | MCF10A rerep | HT1080-NT tox | ATXN viability | KB-V1 cytotox | SW480 rereplic |
| --- | --- | --- | --- | --- | --- | --- | --- | --- | --- |
| O=C(c1ccccc1)c1nn(-c2ccccc2)c(=O)cc1C(F)(F)F | -88* | ? | ? | ? | ? | ? | i | ? | ? |
| O=C(Oc1ccc(Cl)c2cccnc12)N1CCOCC1 | 0 | 4% | -26% | 3% | 0% | -2% | ? | 1% | -4% |
| C/C(Cn1cnc([N+](=O)[O-])n1)=N\NC(=O)c1ccncc1 | 25 | 5% | 5% | 12% | ? | -2% | i | ? | -370%[inhibitor] |
| CCc1ccc(-n2c(=O)c3c4c(sc3n(CC(=O)N3CCC(C)CC3)c2=O)CCC4)cc1 | . | 9% | 1% | . | . | . | i | -7% | . |
| O=C(CCC1CCCC1)NCCS(=O)(=O)N1CCN(c2ccc(F)cc2)CC1 | -1 | -3% | -11% | -2% | 1% | 2% | i | 0% | 0% |

The results go on.
| Structure | IL1B secr inh | KB-3-1 tox | ATXN2 expr inh | HT1080 IDH1KD tx | MCF10A rerep | HT1080-NT tox | ATXN viability | KB-V1 cytotox | SW480 rereplic |
| --- | --- | --- | --- | --- | --- | --- | --- | --- | --- |
| O=C1CC(=O)N(Cc2ccco2)C(=O)N1 | 17 | 3% | 6% | -1% | 2% | 2% | i | 0% | 1% |
| Clc1ccc(-c2cn3cc(Br)ccc3n2)cc1Cl | 21 | -19% | -4% | -1% | 20% | -6% | i | -28% | 1% |
| CCCC(=O)NCc1ccc2c(c1)cc(C)n2C | -15 | 12% | 19% | 3% | 0% | 7% | i | 12% | -2% |
| Cc1nnc(SCC(=O)Nc2ccc(F)cc2)n(N)c1=O | ? | -6% | 4% | 7% | 0% | -2% | i | -12% | -18% |
| O=C(Nc1nc2n(n1)C(c1ccc(F)cc1)C=C(c1ccccc1)N2)c1cccc([N+](=O)[O-])c1 (configuration not stated) | . | ? | 2% | . | . | . | ? | -5% | . |
| O=S(=O)(NCC(c1ccc2c(c1)OCO2)N1CCOCC1)c1ccccc1 (configuration not stated) | 0 | 20% | -2% | -5% | 0% | -5% | i | 4% | 3% |
| COc1ccc(NC(=S)NC2CCCC2)c(OC)c1 | -7 | -7% | -2% | 4% | 2% | 1% | i | -12% | 0% |
| CCOC(=O)c1ccccc1NC1c2ccccc2C(=O)N1c1ccc(C)cn1 (configuration not stated) | -6 | -1% | 24% | 4% | 16% | 4% | i | -8% | 11% |
| CC(=O)Nc1ccc(C(=O)OC2CCCCC2=O)cc1 (configuration not stated) | -25 | 2% | 6% | -2% | -3% | -12% | i | 6% | 0% |
| CCOc1ccc(-c2cc(C(=O)NCCc3ccc(OC)c(OC)c3)c3c(-c4ccc(F)cc4)[nH]nc3n2)cc1 | . | 1% | 2% | . | . | . | i | -8% | . |
| COc1ccccc1N1CCN(C(=O)Nc2cccc(Cl)c2)CC1 | -20 | 0% | 14% | -3% | 0% | 7% | i | -26% | -3% |
| O=C(NCCC(=O)N1CCN(c2ncccn2)CC1)c1ccccc1Cl | -8 | 13% | 6% | 1% | -4% | 4% | i | -7% | -1% |
| O=C(CN1CCN(CC(=O)Nc2ccccc2C(F)(F)F)CC1)Nc1ccccc1F | -13 | -2% | -2% | 5% | -1% | 3% | i | ? | -6% |
| Cc1oc(C)c(S(=O)(=O)NCc2cccs2)c1C(=O)O | 5 | -1% | . | -1% | 1% | 2% | i | 2% | ? |
| COc1cccc(OC)c1C(=O)OCC(=O)NCc1ccco1 | -4 | -1% | 9% | 3% | 10% | 5%[9.24 µM] | i | -9% | -18% |
| COc1ccc(/C=C/C(=O)c2cc(F)ccc2OC(=O)c2ccc(OC)c(OC)c2)cc1OC | -29 | 1% | . | ? | ? | ? | i | -7% | -703%[inhibitor] |
| Cc1ccc(/C=C/S(=O)(=O)NCC(=O)OCC(=O)Nc2c(F)cccc2F)cc1 | 1 | 1% | 11% | 3% | 9% | 1% | i | ? | 20% |
| CCCCN(Cc1ccccc1)S(=O)(=O)c1cc(Br)cc2c1N(C(C)=O)CC2 | . | -1% | 9% | . | . | . | i | 3% | . |
| CCCC(=O)NCC(c1cccs1)S(=O)(=O)c1ccc(C)cc1 (configuration not stated) | 11 | 0% | 10% | 9% | -21% | 17% | i | -2% | -14% |
| CCC1(c2ccccc2)C(=O)N(C(=O)OC(C)(C)C)N1C(=O)OC(C)(C)C (configuration not stated) | ? | 17% | -5% | -11% | -3% | 3% | ? | 3% | -2% |
| CO[C@@H]1CN(C)C(=O)c2cc(NC(=O)Nc3cc(F)ccc3F)ccc2OC[C@H](C)NC[C@@H]1C | -5 | 5% | . | -3% | . | -10% | . | 6% | . |
| O=C(COC(=O)c1ccc(F)c(S(=O)(=O)N2CCOCC2)c1)NCc1ccc(Cl)cc1 | 28 | 8% | -4% | 3% | 7% | -1% | i | -16% | -6% |

Random draw from the library. Share with any hit: about 11%.
